Source: PubChem BioAssay
KB-3-1 cytotox: KB-3-1 parental cell cytotoxicity. hit rate 1.4% among 400,000. Potency, µM (highest dose often 46.1 µM), for the others: top-dose activity change, negative = cytotoxic, usual class: cytotoxic. KB-3-1 viability, CellTiter-Glo ATP luminescence, 72 h; further: potency means the concentration at half of the fitted maximal effect; on the % scale 0 is the no-effect control and ±100 the full control effect; nearly all actives have a fitted effect of over 60% in size
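Parental KB-3-1 adenocarcinoma cells in phenol-red-free DMEM with 10% FBS were pin-treated with compounds at several concentrations, incubated 72 h at 37 °C, and viability read by CellTiter-Glo luminescence; concentration-effect curves were fitted after normalization.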
SW480 rereplic: induces DNA re-replication in SW480 colon adenocarcinoma cells. SW480 DNA re-replication, Hoechst DNA content imaging, 48 h. Potency, µM (highest dose often 46.1 µM), for the others: at the top dose re-replication activation, usual class: activators. hit rate 1.8% among 340,000; further: potency means the concentration at half of the fitted maximal effect; % of control where 0% means no effect; nearly all actives have a fitted effect of over 55% in size
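Readout is total intensity of Hoechst-stained nuclei, excited at 405 nm and collected at 500-530 nm. Compound treatment lasted 48 hr at 37 C in 5% CO2 before staining.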
S2 tox: viability counter-screen for ATXN expression inhibitors; S2 cells (HEK-293 line with an ATXN2-luciferase reporter) viability, CellTiter-Fluor protease fluorescence, 24 h; Potency, µM (series often up to 56.7 µM), most hits filed as cytotoxic; hit rate 0.49% among 400,000; AID 651635; further: potency means the concentration at half of the fitted maximal effect; nearly all actives have a fitted effect of over 40% in size
HT1080 IDH1KD tx: kills HT-1080 cells with IDH1 knockdown; HT-1080 IDH1 knockdown viability, ATP luminescence, 48 h; Potency, µM (top dose mostly 46.1 µM), for inactives: top-dose activity, negative = toxicity, usual class: cytotoxic; hit rate 2% among 360,000; AID 686971;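 further: potency means the concentration at half of the fitted maximal effect; 0% = DMSO wells and -100% = cell-free medium wells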
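Viability of IDH1-knockdown HT-1080 fibrosarcoma cells was assessed by CellTiter-Glo after 48 h at 37 °C with titrated compound; concentration-effect curves were classified by fit quality and response size.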
MCF10A rereplic: induces DNA re-replication in MCF 10a normal breast cells; hit rate 2.9% among 350,000; MCF 10A DNA re-replication, Hoechst nuclear intensity, 48 h; AID 624296; Potency, µM (series often up to 46.1 µM), for inactives: top-dose activity, positive = re-replication, most hits filed as activators; further: potency means the concentration at half of the fitted maximal effect; % of control where 0% means no effect; nearly all actives have a fitted effect of over 50% in size
IL-1B inflam inh: blocks inflammasome-driven IL-1 beta release; THP-1 LPS/ATP IL-1B secretion, AlphaLISA, 16 h; active compounds read low; activity change, % at 57.5 µM; hit rate 4.7% among 360,000; AID 743279; in the data active means activity change below about -50%; inconclusive means mostly about -30% to -49%; further: on the % scale 0 is the no-effect control and ±100 the full control effect
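THP-1 cells pretreated 1 hr with compounds (up to 57.5 uM final), then stimulated with LPS (250 ng/mL final) plus ATP (1.25 mM final); secreted IL-1B measured by AlphaLISA after 16 hr, decreased signal indicating inhibition.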
KB-V1 cytotox: KB-V1 MDR subline cytotoxicity. Potency, µM (doses to about 46.1 µM), for the others: top-dose activity change, negative = cytotoxicity, usual class: cytotoxic. hit rate 3.4% among 400,000. KB-V1 MDR cells viability, CellTiter-Glo, 72 h; further: potency means the concentration at half of the fitted maximal effect; on the % scale 0 is the no-effect control and ±100 the full control effect; nearly all actives have a fitted effect of over 60% in size
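Cells of the MDR subline KB-V1 are plated, dosed with compound at multiple concentrations, and incubated 72 h at 37 degrees C; CellTiter-Glo is then added and luminescence read after 10 min.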
ATXN2 expr inh: reduces ATXN2 reporter expression in HEK-293 cells. HEK-293 ATXN2-luciferase reporter, luminescence, 24 h. Potency, µM (series often up to 57 µM), for inactives: top-dose activity change, negative = inhibition, hits mostly inhibitors. hit rate 0.72% among 360,000. AID 1745845; further: potency means the concentration at half of the fitted maximal effect; on the % scale 0 is the no-effect control and ±100 the full control effect; nearly all actives have a fitted effect of over 55% in size
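ATXN2-luciferase reporter cells (luciferase flanked by upstream and downstream ATXN2 gene portions) were treated 24 h at 37 °C with compounds at up to 57 uM. SteadyGlo luminescence gave expression; GF-AFC fluorescence gave viability.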
HT1080NT lethal: kills 2HG-producing HT-1080-NT fibrosarcoma cells; HT-1080-NT fibrosarcoma viability, CellTiter-Glo ATP luminescence, 48 h; Potency, µM (series often up to 46.1 µM), without a hit: top-dose activity, negative = less viability, hits mostly cytotoxic; hit rate 1.6% among 360,000;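 further: NT is the 2HG producing partner of a matched IDH1 knockdown line; potency means the concentration at half of the fitted maximal effect; 0% = DMSO-treated cells and -100% = media-only wells without cells; nearly all actives have a fitted effect of over 55% in size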
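Viability of the 2HG-overproducing fibrosarcoma line after 48 hours of compound exposure at 37 degrees C was determined by luminescence with CellTiter-Glo, and concentration-effect curves were then fitted and categorized.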
Starred values were filed as active, the others as inactive; i = inactive; ? = inconclusive; / = no result given; [ ] = dose if it differs, or a comment. Unless noted, the call rests on the fitted dose curve; in most records, active means well fitted curve in the direction sought with a large enough effect; inconclusive means small, poorly fitted or top-dose-only effect, or another doubt; inactive means no such curve, though single readings can be large; an effect the other way counts as inactive or inconclusive.

SMILES	KB-3-1 cytotox	SW480 rereplic	S2 tox	HT1080 IDH1KD tx	MCF10A rereplic	IL-1B inflam inh	KB-V1 cytotox	ATXN2 expr inh	HT1080NT lethal
COc1cc(Oc2nc(C(F)(F)F)nc3ccccc23)ccc1C=O	2%	-30%	i	0%	-4%	21	-8%	/	5%
Cc1noc(NS(=O)(=O)c2ccc(NC(=O)c3ccc(Cl)c(S(=O)(=O)N(C)c4ccccc4)c3)cc2)c1C	-1%	1%	i	5%	15%	7	16%	2%	6%
CCOc1ccc(NS(=O)(=O)c2ccc3c(c2)N(C(C)=O)CCS3)cc1	-2%	-6%	i	-17%	-1%	0	-36%	-15%	-2%
C=CCNC(=O)c1onc(CSc2cccc(Cl)c2)c1C(=O)O	0%	-18%	i	-16%	-33%[inhibitor]	21	-8%	15%	-6%
CC(C)[C@H](N)C(=O)N1CCC(C(=O)N[C@@H](Cc2ccccc2)C(=O)NCc2ccc(F)cc2)CC1	2%	-2%	i	-1%	1%	-4	7%	/	2%
COc1ccc(Cc2nnc(NC(=O)c3ccc(OC(C)=O)cc3)s2)cc1OC	-52%	-1%	i	-8%	1%	-8	-25%	-18%	0%
CCc1cccc(C)c1NC(=O)CCCSc1nc2ccccc2s1	-9%	-3%	i	-12%	?	10	?	0%	-12%
O=C(Cc1ccccc1)NC(NCCCN1CCOCC1)(C(F)(F)F)C(F)(F)F	6%	-5%	i	16%	15%	6	-16%	-7%	18%
Cn1c2ccccc2c2n[nH]c(=S)nc21	?	0%	?	14%	?	14	6.5µM*	7%	0%
O=C(C1CCCCC1)N1CCC(c2nc3ccccc3[nH]2)CC1	1%	-1%	i	?	-2%	-4	8%	-5%	10%[9.24 µM]
CCC1=NN(C(=O)CCc2ccccc2O)C(O)(C(F)(F)F)C1 (stereo not drawn)	2%	-1%	i	8%	-6%	-17	-22%	-2%	21%
COc1c(OC)c(O)c2c(=O)c(O)c(-c3ccccc3)oc2c1OC	-1%	-5%	i	-24%	11%	?	?	-36%	?
CC(C)c1ccccc1N1CC(C(=O)O)CC1=O (stereo not drawn)	1%	-1%	i	1%	2%	14	18%	3%	-1%
CC(=O)c1ccc(NC(=O)C2CCN(S(=O)(=O)c3ccc4c(c3)CCCN4C(=O)C3CCC3)CC2)cc1	0%	/	i	/	/	/	0%	6%	/
CCS(=O)(=O)c1ccc(Sc2nncn2C)c([N+](=O)[O-])c1	-1%	19%	i	16%	24%	1	0%	24%	5%
Cc1cc(C)c(S(=O)(=O)NCC2CCC(C(=O)NCCCN3CCOCC3)CC2)c(C)c1 (stereo not drawn)	-5%	24%	i	-24%	6%	-2	-6%	-12%	-26%
CC(OC(=O)C1CCN(S(=O)(=O)c2ccc(F)cc2)CC1)C(=O)NC1CCCCC1C (stereo not drawn)	5%	2%	?	4%	7%	4	-27%	10%	2%
NC(Cc1c[nH]c2ccccc12)C(=O)NCc1ccco1 (stereo not drawn)	12%	-6%	i	5%	2%	4	0%	-29%	7%
O=C1CCC([N+](=O)[O-])C(c2ccc(F)c(Br)c2)N1 (stereo not drawn)	-6%	-9%	?	9%	-4%	-2	4%	-21%	0%
CC(OC(=O)c1cccc(S(=O)(=O)N2CCOCC2)c1)C(=O)NCC1CCCCC1 (stereo not drawn)	7%	/	i	7%	/	-2	3%	/	10%
CCOc1ccc(/C=C\C(C)=N\O)cc1	10%	-8%	i	0%	1%	-22	5%	7%	3%
Cc1cc(-c2ccc(C)c(S(=O)(=O)NCCCN3CCN(c4ccccc4)CC3)c2)on1	?	?	?	-11%	?	-7	?	/	?
COc1ccc(OC)c(NC(=O)c2ccc3c(SCC(=O)O)c4c(nc3c2)CCCC4)c1	-6%	/	i	/	/	/	22%	5%	/
COc1cccc(NC(=O)CCSc2ccc(C)cc2)c1	21%	/	i	-6%	2%	0	-15%	3%	-1%
COc1ccc(NC(=O)c2cccc(S(=O)(=O)N3CCCCCC3)c2)cc1	?	-4%	i	?	5%	-11	?	-25%	?

(more compounds)
SMILES	KB-3-1 cytotox	SW480 rereplic	S2 tox	HT1080 IDH1KD tx	MCF10A rereplic	IL-1B inflam inh	KB-V1 cytotox	ATXN2 expr inh	HT1080NT lethal
COc1ccc(Cl)cc1NC(=O)CNC(c1ccccc1)c1ccccc1	?	?	/	-9%	?	?	15µM*	7%	-28%
CCCCNC(=O)C1CCN(C/C(C)=C/c2ccccc2)CC1	-3%	-6%	i	0%	-2%	3	-6%	-4%	0%
NS(=O)(=O)c1cccn1-c1ncc(C(F)(F)F)cc1Cl	0%	-3%	i	20%	11%	-21	21%	3%	20%
COC(=O)c1sccc1NC(=S)N1CCC(C(N)=O)CC1	-1%	11%	i	-4%	-12%	3	13%	/	9%
CCc1cccc(CC)c1NC(=O)CN1C(=O)C(=O)c2ccccc21	8%	/	i	/	/	/	-15%	-8%	/
COc1ccccc1C(=O)Nc1nc2ccc(S(C)(=O)=O)cc2s1	17%	-3%	?	-11%	?	10	5.8µM*	-15%	1%
CCOC(=O)CSC(CC)C(=O)Nc1nnc(CC)s1 (stereo not drawn)	0%	-1%	i	-2%	0%	27	-18%	-10%	-1%
O=C(OCc1ccccc1)C1CCCN1C(=O)c1cccs1 (stereo not drawn)	17%	12%	i	8%	-2%	17	17%	-2%	9%
CC(=O)N(Cc1ccco1)C1(C(=O)NC2CCCC2)CCCCC1	-8%	0%	?	4%	-2%	-1	?	-1%	11%
O=C(C1CC1(c1ccccc1)c1ccccc1)N1CCOCC1 (stereo not drawn)	0%	1%	i	11%	0%	12	7%	2%	8%
CCCn1c(SCC(=O)Nc2cc(S(=O)(=O)N3CCOCC3)ccc2Cl)n[nH]c1=O	-3%	-19%	i	-6%	7%	31	3%	-15%	-1%
CCCn1c(SCC(=O)Nc2ccc(F)c(Cl)c2)nc(O)cc1=O	-2%	-1%	i	0%	-6%	13	37%	/	-1%
CC(C)n1nnnc1SCC(=O)N(C)C1CCS(=O)(=O)C1 (stereo not drawn)	28%	-22%	i	2%	8%	-7	?	2%	26%
Fc1ccc(-c2csc3nnc(SCc4cccnc4)n23)cc1	-15%	-1%	i	11%	1%	0	0%	-1%	8%
CCc1cccc(NC(=O)c2ccc3c(=O)n4nc(Nc5ccccc5OC)sc4nc3c2)c1	?	/	i	/	/	/	-2%	?	/
CN(c1ccccc1)S(=O)(=O)c1ccc(C(=O)N2CCCC(C(F)(F)F)C2)cc1 (stereo not drawn)	/	4%	i	-4%	16%	14	/	-16%	-6%
CC(C)c1nnc(NC(=O)CSc2nc3ccccc3s2)s1	11%	14%	i	5%	14%	24	-18%	0%	6%
Cc1cc(NC(=O)CN2CCc3ccccc3C2)nc2c1c(=O)oc1ccccc12	-3%	-3%	i	1%	?	3	15%	6%	-4%
COc1ccc(CNS(=O)(=O)c2ccc3c(c2)N(C(C)=O)CC(C)S3)cc1 (stereo not drawn)	?	-25%	i	-14%	?	-3	-43%	-16%	-16%
Cc1ccc(C(=O)Nc2ccc(N3CCOCC3)cc2)cc1S(=O)(=O)N1CCCCC1	?	-30%	i	-2%	7%	29	-1%	9%	0%
COCCNC(=O)c1c(N)n(CCC2=CCCCC2)c2nc3ccccc3nc12	?	21µM*	/	0%	15µM*	-72*	?	-20%	-1%
CCOC(=O)c1c(NC(=O)CSc2nnc(C)c(=O)[nH]2)sc(C)c1-c1ccc(C)cc1	-4%	18%	i	-7%	?	5	-19%	-10%	0%
Cc1ccc(N(CC(=O)NN=C2CCN(C)CC2)S(=O)(=O)c2ccc(C)cc2)cc1	6%	-2%	i	1%	-2%	0	27%	1%	1%
O=C(NCc1cccnc1)c1cc(-c2cccs2)on1	-4%	7%	i	-11%	-8%	67	0%	-5%	-15%
CCS(=O)(=O)c1ccc2c(c1)N(S(C)(=O)=O)CC(C(=O)NN)O2 (stereo not drawn)	0%	-129%[inhibitor]	i	-4%	1%	18	6%	1%	-17%

(more compounds)
SMILES	KB-3-1 cytotox	SW480 rereplic	S2 tox	HT1080 IDH1KD tx	MCF10A rereplic	IL-1B inflam inh	KB-V1 cytotox	ATXN2 expr inh	HT1080NT lethal
Cc1ccc(N2C(=O)CC(c3c[nH]c4ccccc34)C2=O)cc1 (stereo not drawn)	1%	-9%	?	2%	10%	14	0%	?	3%
CCCCN1C(=O)C(C(=O)OCc2ccccc2)CC2=C1CCCC2=O (stereo not drawn)	-1%	?	i	3%	?	30	-17%	-13%	13%
CCc1ccc(N2CC(C(=O)NNC(=O)c3ccc(F)cc3)CC2=O)cc1 (stereo not drawn)	1%	-36%	i	1%	-3%	-13	2%	2%	1%
COc1cccc(N=c2oc3ccccc3cc2-c2nc3ccccc3[nH]2)c1	-2%	19%	i	?	11%	-4	18µM*	0%	?
CCC1CCCCN1CC(=O)c1c(C)[nH]c2ccccc12 (stereo not drawn)	0%	17%	i	-2%	?	12	10%	-9%	-3%
Cc1cccc(C)c1NC(=O)CN1CCCCCC1	/	-4%	i	/	1%	/	/	8%	/
CCOc1ccccc1NC(=O)c1ccc2c(c1)CCN2S(=O)(=O)c1ccc(C)cc1	0%	/	i	/	/	/	0%	-3%	/
Cc1ccc(NC(=O)CC2S/C(=N/N=C/C=C/c3ccccc3)NC2=O)cc1Cl (stereo not drawn)	6%	-1%	i	-13%	-4%	20	-2%	-18%	-2%
CCOc1ccc(Nc2c3c(nc4nncn24)CCC3)cc1	?	/	?	/	/	/	-13%	-19%	/

Exported as a markdown table: 3 of the compounds above.
| SMILES | KB-3-1 cytotox | SW480 rereplic | S2 tox | HT1080 IDH1KD tx | MCF10A rereplic | IL-1B inflam inh | KB-V1 cytotox | ATXN2 expr inh | HT1080NT lethal |
| --- | --- | --- | --- | --- | --- | --- | --- | --- | --- |
| COc1cccc(N=c2oc3ccccc3cc2-c2nc3ccccc3[nH]2)c1 | -2% | 19% | i | ? | 11% | -4 | 18µM* | 0% | ? |
| CCC1CCCCN1CC(=O)c1c(C)[nH]c2ccccc12 (stereo not drawn) | 0% | 17% | i | -2% | ? | 12 | 10% | -9% | -3% |
| Cc1cccc(C)c1NC(=O)CN1CCCCCC1 | / | -4% | i | / | 1% | / | / | 8% | / |
